A549 viability – A549 cytotoxicity, counter-screen for Nrf2 inhibitors; A549 ARE-Fluc cells, CellTiter-Fluor viability, 18-24 h; Potency, µM (highest dose often 46 µM), for the others: at the top dose activity change, negative = cytotoxicity, hits mostly inhibitors; actives 0.16% (n = 390,000); AID 504648; note: % is set by controls: 0 for no effect and ±100 for the full control effect
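A549 ARE-Fluc cells in 5% FBS OPTI-MEM, 5000 cells/well, rested 2 h then exposed to compounds in concentration-response for 18-24 h at 37 °C. Viability by CellTiter-Fluor fluorescence (Ex 405/Em 525) after 30 min; luciferase luminescence (BugLite, 15 min, RT) read afterwards.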
HepG2 viability – HepG2 cytotoxicity, counter-screen for TGF-b inhibitors | HepG2 CAGA-GFP viability, ATP luminescence, 18 h | Potency, µM (top dose mostly 46.1 µM), for inactives: at the top dose activity change, negative = cytotoxicity, most hits filed as cytotoxic | actives 0.76% (n = 410,000) | AID 588856; note: some results filed as inactive show a strong effect at the top dose
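CellTiter-Glo luminescence gave cytotoxicity after 18 hours at 37 degrees C. The cells were HepG2 CAGA-GFP in 1% FBS DMEM, stimulated with 500 pg/mL TGF-beta after compound addition. %Activity was normalised to no-cell wells (complete cell-killing) and DMSO (no toxicity), and curves were fitted and classified.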
TGFb inhibitor – blocks TGF-b signaling. HepG2 CAGA-GFP TGF-b/SMAD3 reporter, GFP fluorescence, 18 h; TGF-beta stimulated, 500 pg/mL final. Potency, µM (series often up to 46.1 µM), for inactives: top-dose activity, negative = inhibition, actives largely listed as inhibitors. actives 1.2% (n = 410,000). AID 588855; note: % is set by controls: 0 for no effect and ±100 for the full control effect; nearly all actives have a fitted effect of over 65% in size
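Smad-responsive CAGA-GFP expression was quantified in HEPG2 cells exposed to compounds and 500 pg/mL final TGF-beta for 18 h at 37 degrees C; unstimulated wells defined full inhibition.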
Nrf2 inh – inhibitors of Nrf2 signaling; A549 ARE-Fluc reporter, luciferase luminescence, 18-24 h; Potency, µM (top dose mostly 46 µM), for the others: at the top dose activity change, negative = inhibition, most hits filed as inhibitors; actives 2.1% (n = 360,000); AID 504444; note: % is set by controls: 0 for no effect and ±100 for the full control effect; nearly all actives have a fitted effect of over 60% in size
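A549 ARE_Fluc cells (5000/well, 5% FBS OPTI-MEM) pre-incubated 2 h, then treated with compounds 18-24 h at 37C/5% CO2 in concentration-response. CellTiter-Fluor viability read first; BugLite luciferase luminescence after 15 min at room temperature gives Nrf2 activity.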
ATXN viability – reduces viability in counter-screen for ATXN expression inhibitors; S2 cells (HEK-293 line with an ATXN2-luciferase reporter) viability, CellTiter-Fluor protease fluorescence, 24 h; Potency, µM (highest dose often 56.7 µM), hits mostly cytotoxic; actives 0.49% (n = 400,000); AID 651635; note: nearly all actives have a fitted effect of over 40% in size
Nrf2 activator – activates Nrf2 signaling. AREc32 ARE-luciferase reporter (MCF7-derived line), luminescence, 24 h. Potency, µM (top dose mostly 46.1 µM), for inactives: top-dose activation, actives largely listed as activators. actives 0.31% (n = 410,000); note: % of control where 0% means no effect; nearly all actives have a fitted effect of over 65% in size
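Steps: seed AREc32_Fluc cells (1000/well, 5% FBS OPTI-MEM); incubate overnight at 37 deg C; add 23 nL compound; incubate 24 hr; add Steady-Glo; hold 30 min RT; read luminescence.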
MCF10A rerep – induces DNA re-replication in MCF 10a normal breast cells. MCF 10A DNA re-replication, Hoechst nuclear intensity, 48 h. Potency, µM (top dose mostly 46.1 µM), for inactives: at the top dose activity, positive = re-replication, hits mostly activators. actives 2.9% (n = 350,000). AID 624296; note: % of control where 0% means no effect; nearly all actives have a fitted effect of over 50% in size
EPAC2 antag – blocks human EPAC2 exchange factor | Q8WZA2 | EPAC2 GEF exchange of Rap1B-BODIPY-GDP, fluorescence | Potency, µM (top dose mostly 114 µM), for inactives: top-dose activity, negative = inhibition, usual class: inhibitors | actives 0.18% (n = 360,000); note: % is set by controls: 0 for no effect and ±100 for the full control effect; nearly all actives have a fitted effect of over 45% in size; many of its hits are not listed in these tables
Target sequence (Q8WZA2 whole entry, looked up): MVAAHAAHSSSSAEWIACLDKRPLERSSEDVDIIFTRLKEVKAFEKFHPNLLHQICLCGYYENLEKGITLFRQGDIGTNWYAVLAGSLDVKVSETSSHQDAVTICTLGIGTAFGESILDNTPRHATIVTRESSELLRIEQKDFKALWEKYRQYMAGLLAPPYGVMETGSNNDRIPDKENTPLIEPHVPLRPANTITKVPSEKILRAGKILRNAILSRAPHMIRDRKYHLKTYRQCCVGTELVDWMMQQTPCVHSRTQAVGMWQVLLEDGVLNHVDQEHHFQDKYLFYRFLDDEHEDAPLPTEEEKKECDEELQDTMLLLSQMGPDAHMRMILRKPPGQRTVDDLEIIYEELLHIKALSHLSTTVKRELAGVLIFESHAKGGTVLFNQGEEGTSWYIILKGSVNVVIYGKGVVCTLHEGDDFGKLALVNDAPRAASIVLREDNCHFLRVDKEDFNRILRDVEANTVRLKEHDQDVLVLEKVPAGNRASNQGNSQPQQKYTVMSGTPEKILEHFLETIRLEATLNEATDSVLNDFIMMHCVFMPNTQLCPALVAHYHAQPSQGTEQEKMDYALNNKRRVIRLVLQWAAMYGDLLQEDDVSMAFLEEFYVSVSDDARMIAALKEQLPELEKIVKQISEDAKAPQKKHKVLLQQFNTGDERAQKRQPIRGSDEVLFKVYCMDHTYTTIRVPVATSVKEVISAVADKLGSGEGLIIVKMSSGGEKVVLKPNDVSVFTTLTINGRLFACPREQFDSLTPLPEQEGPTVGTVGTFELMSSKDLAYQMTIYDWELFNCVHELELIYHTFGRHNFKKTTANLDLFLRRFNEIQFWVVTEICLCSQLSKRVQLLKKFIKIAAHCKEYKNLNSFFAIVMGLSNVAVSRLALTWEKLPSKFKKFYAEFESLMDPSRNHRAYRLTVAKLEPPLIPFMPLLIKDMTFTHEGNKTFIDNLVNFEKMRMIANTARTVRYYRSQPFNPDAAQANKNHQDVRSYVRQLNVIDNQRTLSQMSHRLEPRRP
ATXN2 expr inh – reduces ATXN2 reporter expression in HEK-293 cells; HEK-293 ATXN2-luciferase reporter, luminescence, 24 h; Potency, µM (titrated, usually from 57 µM), inactives show at the top dose activity change, negative = inhibition, hits mostly inhibitors; actives 0.72% (n = 360,000); AID 1745845; note: % is set by controls: 0 for no effect and ±100 for the full control effect; nearly all actives have a fitted effect of over 55% in size
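qHTS (up to 57 uM final) was run with 24 h compound exposure of reporter cells at 37 °C. Each well was multiplexed: SteadyGlo luminescence measured ATXN2-luciferase expression after a fluorogenic Gly-Phe-AFC viability readout (25 uM final).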
* hit, by the source's call; i = inactive; ? = inconclusive; . = not tested or not shown; & = joins results of further samples; [ ] = dose if it differs, or a comment. Calls come from the whole dose curve; as a rule, active = well fitted curve in the direction sought with a large enough effect; inconclusive = small, poorly fitted or top-dose-only effect, or another doubt; inactive = no such curve, though single readings can be large; an effect the other way counts as inactive or inconclusive. Potency is the fitted concentration of half-maximal effect. An excerpt; count on the stated rates, not on these rows.

item | structure | A549 viability | HepG2 viability | TGFb inhibitor | Nrf2 inh | ATXN viability
1 | CCc1cccc(NC(=O)Cn2c(=O)n(CCC(=O)NCC3CCCO3)c(=O)c3cc(OC)c(OC)cc32)c1 (centres undefined) | -5%&-7% | -8%&-10% | -1%&-9% | 2% | i
2 | CCOc1ccc(-n2c(=O)c3sccc3n(Cc3cccc([N+](=O)[O-])c3)c2=O)cc1 | 3% | 26% | 13% | 8% | i
3 | CC(NC(=O)Cc1cccs1)C(c1cccs1)N1CCN(c2ccccc2)CC1 (centres undefined) | -3% | -14% | 10% | 10% | i
4 | O=C(c1cc(=O)c2cc(Cl)ccc2o1)N(Cc1ccccc1)C1CCS(=O)(=O)C1 (centres undefined) | -5% | -8% | -3% | 3% | i
5 | O=C(NC1CC1)c1cc(=O)c2ccccc2o1 | 2% | 0% | -7% | -7% | i
6 | O=C(CCCn1c(=O)c2cccn2c2cccnc21)N1CCN(c2ccccc2F)CC1 | 6% | 14% | 13% | ? | i
7 | Cn1ncc(Cl)c1C(=O)N1CCN(c2ncccn2)CC1 | 7% | 8% | 0% | 12% | ?
8 | CCOC(=O)N1CCC(Nc2c(Nc3ccc(F)cc3)c(=O)c2=O)CC1 | 1% | -6% | -12% | 16% | ?
9 | Cc1c(NC(=O)c2ccc3c(c2)C(=O)N(CC2CCCO2)C3=O)cccc1C(=O)O (centres undefined) | -2% | 7% | 8% | 6% | i
10 | COc1cc(F)ccc1S(=O)(=O)NCc1cccnc1 | -12% | -14% | -6% | 4% | i
11 | CCN(Cc1ccccc1)C(c1ccc(C(F)(F)F)cc1)c1nnnn1C(C)(C)C (centres undefined) | -27% | 1% | 1% | ? | i
12 | O=C(c1ccco1)N1CCN(c2ncnc3c2oc2ccccc23)CC1 | 0% | -13% | -3% | 9% | i
13 | O=C(NCc1ccccn1)c1cc(-c2ccccc2Cl)nc2ccccc12 | -14% | -5% | 2% | -10% | ?
14 | COc1ccc(Nc2nc(N)nc(CN3CCC(C)CC3)n2)cc1 | 4% | 1% | 1% | 1% | ?
15 | CC(C)c1ccc(N(C(=O)CNC(=O)c2ccco2)C(C(=O)NC2CCCC2)c2ccncc2)cc1 (centres undefined) | 1% | 3% | 7% | 17% | i

item | Nrf2 activator | MCF10A rerep | EPAC2 antag | ATXN2 expr inh
1 | 1.9%&0.0% | -2% | -13% | -8%&2%
2 | 3.2% | 3% | 4% | .
3 | -0.4% | -6% | 0% | -1%
4 | -0.1% | . | . | 10%
5 | -0.3% | -4% | -1% | 6%
6 | -0.1% | -1% | 2% | 8%
7 | 0.0% | 1% | -2%[57.1 µM] | .
8 | 14% | 10% | 7% | -14%
9 | 2.3% | -1% | 7% | 7%
10 | 2.5% | 11% | 17% | .
11 | 0.0% | ? | -15% | ?
12 | 5.2% | ? | -4% | 15%
13 | 3.1% | 1% | 9% | 0%
14 | 0.5% | 5% | 1% | -4%
15 | -0.5% | 1% | 4% | 7%

An excerpt from above in order of their number in EPAC2 antag, rising:
cpd | canonical_smiles | TGFb inhibitor | EPAC2 antag
11 | CCN(Cc1ccccc1)C(c1ccc(C(F)(F)F)cc1)c1nnnn1C(C)(C)C (centres undefined) | 1% | -15%
2 | CCOc1ccc(-n2c(=O)c3sccc3n(Cc3cccc([N+](=O)[O-])c3)c2=O)cc1 | 13% | 4%
10 | COc1cc(F)ccc1S(=O)(=O)NCc1cccnc1 | -6% | 17%

Carrying on.
item | structure | A549 viability | HepG2 viability | TGFb inhibitor | Nrf2 inh | ATXN viability
16 | CCN(CC(=O)Nc1cc(Cl)ccc1C)C(=O)c1cc(S(=O)(=O)N2CCCCCC2)ccc1OC | -18% | -24% | -6% | ? | i
17 | COc1cc(C2SCC(=O)N2CCCN(C)C)cc(OC)c1OC (centres undefined) | 17% | -2% | 5% | 13% | i
18 | COc1ccccc1NC(=O)c1ccc(COc2ccc(C)c(C)c2)o1 | -1% | -8% | -1% | ? | ?
19 | COc1ccc(C)cc1Nc1cc(C)nc2ncnn12 | 10% | 2% | -11% | 10% | i
20 | CCc1cccc(NC(=O)c2cc(S(=O)(=O)N(C)C)ccc2N2CCCC2)c1 | -14% | 2% | ? | -9% | ?
21 | Cc1ccc(Nc2nc3ccccc3n3nnnc23)cc1 | 2% | -14% | -8% | -10% | i
22 | O=C(Nc1cccc(Cl)c1)c1cnn2cccnc12 | -8% | -14% | -18% | ? | i
23 | Cc1cccc(NC(=O)C[n+]2cccc(C)c2)c1 | -11% | 4% | 15% | 3% | i
24 | Cc1noc(C)c1COc1ccc(C(=O)OCC(=O)Nc2cccc(S(=O)(=O)N3CCOCC3)c2)cc1 | 3% | -4% | -11% | -3% | i
25 | COCCN(C(=O)CCC(=O)Nc1nccs1)C(C(=O)NC(C)(C)C)c1ccc(F)cc1 (centres undefined) | 1% | 13% | -11% | 6% | ?
26 | N#C/C(=C\c1ccc(O)c(Br)c1)C(=O)NCc1ccccc1 | -9% | -12% | -2% | 8% | i
27 | O=C(NCC(=O)N1CCN(C(=O)c2ccco2)CC1)c1cccc(Cl)c1 | 1% | -17% | -3% | ? | i
28 | COc1ccc(-c2ocnc2C(=O)NCc2nn(-c3ccccc3)nc2C)cc1 | 4% | -35% | ? | 2.9µM* | i
29 | CCC1(c2ccc(F)cc2)NC(=O)N(CC(=O)Nc2ccc(-c3nc4ccc(C)cc4s3)cc2)C1=O (centres undefined) | -22% | -40% | -38% | ? | ?
30 | Cc1ccc(N2CC(C(=O)N3CCN(C(=O)c4ccco4)CC3)CC2=O)cc1 (centres undefined) | -7% | -7% | 13% | 1% | i

item | Nrf2 activator | MCF10A rerep | EPAC2 antag | ATXN2 expr inh
16 | -0.4% | 11% | -5% | -7%
17 | -0.3% | 14% | -1% | -1%
18 | 3.6% | . | . | 11%
19 | 12% | ? | -20% | 10%
20 | 0.1% | -1% | 0% | -8%
21 | 6.9% | ? | 3% | 19%
22 | ? | 1% | 9% | 33%[activator]
23 | 1.8% | -2% | 1% | 3%
24 | -0.2% | 8% | -6% | 0%
25 | -0.2% | -5% | 3% | 5%
26 | 0.2%[9.22 µM] | 21µM* | -13% | 3%
27 | -0.2% | -9% | 9% | -14%
28 | 0.5% | 21% | -28% | .
29 | 1.5% | ? | 2% | 18%
30 | 0.1% | -4% | 2% | -1%

Continued:
item | structure | A549 viability | HepG2 viability | TGFb inhibitor | Nrf2 inh | ATXN viability
31 | CC1CCCCC1NC(=O)CN1CCN(Cc2ccccc2Cl)C1=O (centres undefined) | 1% | 4% | -2% | -9% | i
32 | Cn1c(CCNC(=O)c2ccco2)nc2cc(NC(=O)c3ccco3)ccc21 | . | -2% | 20% | 21% | i
33 | CCOc1ccccc1NC(=O)CN(c1ccc(C)cc1)S(=O)(=O)c1c(C)noc1C | -4% | 3% | 0% | 16µM* | i
34 | CC1(c2nnnn2Cc2ccccc2)CCC(=O)N1CC1CCCCC1 (centres undefined) | . | . | . | . | ?
35 | CC(=O)C[C@@H](O)CC(=O)[C@@H]1OC(=O)CCCCC/C=C/Cc2ccccc21 | 4% | -15% | -3% | 3% | i
36 | Cc1ccc(NC(=O)c2c(Cl)n(C)c3ccccc23)cc1 | -11% | 4% | -1% | ? | i
37 | c1ccc2c(c1)ncn2Cc1nnc2sc(-c3ccncc3)nn12 | 3% | 1% | -3% | 11% | i
38 | C=C[C@]12CC[C@H](OC(C)=O)CC1=CCC1C2CC[C@@]2(C)C1CCC21OCCO1 (some centres undefined) | 1% | -5% | 14% | -2% | i
39 | Cc1ccc(/C=C/C(=O)Nc2ccc(S(=O)(=O)Nc3ncccn3)cc2)cc1 | 6% | -10% | -9% | -21% | i
40 | Cc1cc(C)nc(NC(=O)Nc2ccc3c(c2)OCO3)c1 | 1% | -4% | -8% | ? | i
41 | COC(=O)C(NC(=O)c1ccccc1)(Nc1cc(C)cc(C)n1)C(F)(F)F (centres undefined) | -6% | 0% | 3% | 13% | i
42 | COc1cc(NC(=O)Nc2cccc(-c3noc(C)n3)c2)cc(OC)c1OC | -4% | -26% | 0% | . | i
43 | O=C1c2ccccc2-c2cccc(NS(=O)(=O)c3ccc(C(F)(F)F)cc3)c21 | ? | -41% | ? | ? | i
44 | COc1ccc(CCNC(=O)c2sc3nc4n(c(=O)c3c2C)CCC4)cc1 | 1% | -14% | -7% | -7% | i
45 | NC(c1csc(NC(=O)Nc2ccccc2)n1)C1CCCCC1 (centres undefined) | . | -82% | ? | . | i
46 | CC(=O)Nc1ccc(NC(=O)CSc2nnc(-c3cc(C)[nH]n3)n2N)cc1 | 1% | -2% | 18% | 10% | i
47 | Nc1scc[n+]1Cc1cccc2cccnc12 | 1% | 5% | 0% | 2% | i

item | Nrf2 activator | MCF10A rerep | EPAC2 antag | ATXN2 expr inh
31 | 0.0% | ? | 0% | -13%
32 | 6.6% | 7% | 5% | 34%[activator]
33 | -0.1% | 9% | -8% | -14%
34 | -1.1% | . | 1% | -10%
35 | 2.2% | -64%[inhibitor] | 1% | -12%
36 | 12% | ? | ? | 58%[activator]
37 | 0.0% | 3% | 3% | -5%
38 | -0.2% | ? | -10% | -14%
39 | -1.1% | 3% | -3% | .
40 | 3.6% | -4% | 2% | .
41 | -0.6% | 0% | -2% | -1%
42 | 4.0% | . | . | -23%
43 | 0.6% | 4% | 19% | -14%
44 | 0.3% | -1% | 2% | -8%
45 | 0.4% | . | 0% | -6%
46 | -0.2% | -2% | 1% | 3%
47 | 0.2% | -2% | -1% | -11%

Exported as tab-separated lines: part of the list above
item	molecule	A549 viability	HepG2 viability	TGFb inhibitor	Nrf2 inh	ATXN viability	Nrf2 activator	MCF10A rerep	EPAC2 antag	ATXN2 expr inh
11	CCN(Cc1ccccc1)C(c1ccc(C(F)(F)F)cc1)c1nnnn1C(C)(C)C (centres undefined)	-27%	1%	1%	?	i	0.0%	?	-15%	?
2	CCOc1ccc(-n2c(=O)c3sccc3n(Cc3cccc([N+](=O)[O-])c3)c2=O)cc1	3%	26%	13%	8%	i	3.2%	3%	4%	.
